KLK7 zymogen act – proKLK7 (human) activation, primary screen; 370,000 tested, 0.9% active; activation, % at 7 µM; purified proKLK7, EDANS-DABCYL substrate fluorescence; 100% is mature enzyme control, 0% vehicle; P49862;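 active = activation above the mean of all tested compounds plus 3 SD, computed per campaign excluding outliers beyond control limits, cut at about 13% in these data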
Target sequence (P49862 whole entry, looked up): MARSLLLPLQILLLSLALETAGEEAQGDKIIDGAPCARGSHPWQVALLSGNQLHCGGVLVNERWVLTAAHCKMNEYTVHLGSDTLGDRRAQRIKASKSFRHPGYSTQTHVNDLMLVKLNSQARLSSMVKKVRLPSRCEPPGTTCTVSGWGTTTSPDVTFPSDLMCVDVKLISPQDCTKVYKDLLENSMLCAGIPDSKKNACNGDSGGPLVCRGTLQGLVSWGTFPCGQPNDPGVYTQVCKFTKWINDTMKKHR
Tn7 DDE FP – inhibitors of Tn7 peptide binding to human fibrin DD(E); P02675; FP displacement of FITC-Tn7 peptide from fibrin DD(E); 0% = median of compound wells per plate; inhibition, % at 8.3 µM; 370,000 tested, 0.13% active; AID 720508;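 active = inhibition above the mean of compounds falling within the control limits plus 3 SD of them, cut at about 14% in these data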;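 also: 0% = plate median of compound wells and 100% = 10 µM Aha-Tn7 peptide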
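Assay system: human fibrin DD(E). Input: DD(E) 2 µM final. Medium: Tris buffer with calcium and detergent, pH 7.8. Compound dosing: single point at 8.3 µM. Timing: 10 min plus 3 h, room temperature. Technique: fluorescence polarization of the labelled Tn7 tracer. Read-out: percent inhibition. Replicates: singlicate testing.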
ADAM17 inh – inhibitors of human ADAM17. 370,000 tested, 0.83% active. inhibition, % at 6.95 µM. recombinant ADAM17, EDANS/DABCYL FRET peptide cleavage. P78536;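 active = inhibition above the mean of compounds lying between control limits plus 3 SD, set per campaign, cut at about 8.5% in these data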;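 also: 0% = DMSO-only wells as the low control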
Target sequence (P78536 215-824 limits assumed): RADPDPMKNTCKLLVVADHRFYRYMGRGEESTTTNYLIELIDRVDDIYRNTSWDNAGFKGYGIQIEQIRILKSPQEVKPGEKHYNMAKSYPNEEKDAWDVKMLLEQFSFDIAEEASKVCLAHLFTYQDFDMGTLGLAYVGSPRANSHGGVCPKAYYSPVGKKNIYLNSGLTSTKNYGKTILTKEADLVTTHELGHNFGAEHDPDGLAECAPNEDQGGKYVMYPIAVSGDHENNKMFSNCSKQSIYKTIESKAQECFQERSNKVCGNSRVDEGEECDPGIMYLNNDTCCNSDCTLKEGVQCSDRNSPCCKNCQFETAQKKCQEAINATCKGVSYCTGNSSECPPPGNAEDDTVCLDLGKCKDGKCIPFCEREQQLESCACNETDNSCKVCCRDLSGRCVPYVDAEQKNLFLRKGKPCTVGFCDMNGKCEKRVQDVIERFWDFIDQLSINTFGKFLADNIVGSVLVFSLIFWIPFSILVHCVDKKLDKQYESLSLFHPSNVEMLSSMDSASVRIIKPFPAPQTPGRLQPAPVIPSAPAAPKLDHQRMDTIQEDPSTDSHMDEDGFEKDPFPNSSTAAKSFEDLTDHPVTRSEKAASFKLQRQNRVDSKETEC
PLC-gamma1 inh – PLC-gamma1 (human) inhibition, primary screen; purified PLC-gamma1, fluorogenic substrate, fluorescence; inhibition, % at 12.2 µM; 370,000 tested, 0.84% active; in the data active = inhibition above about 9.5%
MBD2 DNA inh – MBD2-methylated oligo binding inhibition; inhibition, % at 4.4 µM; Q9UBB5; 370,000 tested, 0.31% active; TR-FRET, MBD2 binding to methylated oligonucleotide; in the data active = inhibition above about 13%
DDE Tn6 FP inh – inhibitors of Tn6 peptide binding to human fibrin DD(E); 370,000 tested, 0.21% active; Fibrin DD(E) TRITC-Tn6 fluorescence polarization displacement; inhibition, % at 8.3 µM; P02675;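 active = inhibition above a per-campaign cutoff: mean of compounds within control limits plus 3 SD, cut at about 15% in these data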;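 also: 0% = median of all compound wells on the plate and 100% = blocking peptide control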
PLCb3 inh – inhibitors of human phospholipase C beta3. Q01970. Purified PLC-beta3, fluorogenic substrate, fluorescence. AID 720704. inhibition, % at 12.2 µM. 370,000 tested, 0.18% active; in the data active = inhibition above about 11%;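 also: 0% = median of compound wells on plate and 100% = full blocker control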
ASAP1 GAP inh – ASAP1 ArfGAP inhibition; Q9ULH1; ASAP1-stimulated ARF1 GTP hydrolysis, GDP FP detection; inhibition, % at 16.5 µM; 360,000 tested, 0.19% active; AID 624377; in the data active = inhibition above about 25%;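 also: 0% = vehicle with enzyme and substrate and 100% = no enzyme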
ARFGAP1 inhibitor – inhibits rat ARF GTPase activating protein 1; inhibition, % at 16.5 µM; Q62848; 360,000 tested, 0.26% active; AID 651572; Arfgap1-stimulated ARF1 GTP hydrolysis, GDP FP detection;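 active = inhibition above a per-plate limit, mean inhibition of low control wells plus 3 SD, cut at about 25% in these data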;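 also: 0% = DMSO wells with enzyme and 100% = wells lacking Arfgap1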
Target sequence (Q62848 1-136 limits assumed): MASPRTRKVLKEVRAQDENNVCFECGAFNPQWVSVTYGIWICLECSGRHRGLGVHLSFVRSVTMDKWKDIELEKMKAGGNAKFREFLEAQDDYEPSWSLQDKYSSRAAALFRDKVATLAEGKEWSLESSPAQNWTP
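Assay system: Rat Arfgap1 GAP domain (His6, aa 1-136), purified enzyme | Buffer or medium: HEPES 25 mM pH 7.5, NaCl 150 mM, MgCl2, DTT | Schedule: GTP hydrolysis reaction 2 h at 25 °C | Signal: FP of antibody-bound GDP Alexa 633 tracer, ex 620/em 688 nm | Measure: Percent inhibition of Arfgap1-stimulated GTP hydrolysis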
UHRF1 binding – blocks human UHRF1 binding to methylated DNA | UHRF1 binding to methylated oligo, TR-FRET | inhibition, % at 4.4 µM | 370,000 tested, 0.75% active; in the data active = inhibition above about 21%;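 also: UHRF1 SRA domain binding a hemimethylated CpG hairpin DNA probe; 0% = median of test compound wells and 100% = reference inhibitor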
Active calls of the source: *; nt = not tested or not shown.

SMILES	KLK7 zymogen act	Tn7 DDE FP	ADAM17 inh	PLC-gamma1 inh	MBD2 DNA inh	DDE Tn6 FP inh	PLCb3 inh	ASAP1 GAP inh	ARFGAP1 inhibitor	UHRF1 binding
O=c1c(C=NCC2CCCO2)c(-c2ccccc2)[nH]n1-c1ccc([N+](=O)[O-])cc1 (stereo unspecified)	0.5	-1.4	-3.3	-5.0	-4.1	-2.2	-10.8	1.2	-2.4	0.7
Cn1c(CCN2CCOCC2)nc2cc(NS(=O)(=O)c3ccccc3)ccc21	-3.0	1.9	-5.5	1.4	-3.9	-1.2	-6.1	-7.2	2.1	-1.5
COC(=O)C1(C)NC(c2ccccc2C)C2C(=O)N(c3ccc(F)cc3)C(=O)C21 (stereo unspecified)	-1.4	-1.1	-7.2	-4.7	8.3	-2.6	-14.8	3.0	4.5	6.6
COc1ccccc1-c1n[nH]nc1C1=CC(=O)C[C@H](c2ccc(F)cc2)C1	0.1	-7.3	-2.8	-15.9	-0.5	-8.7	-21.4	-7.3	10.2	-3.2
Cc1ccc(C(=O)c2c[nH]c(C(=O)NCc3cccnc3)c2)cc1	-0.1	2.1	-3.2	-2.4	3.3	8.1	-0.2	-5.3	-0.5	1.1
O=C(NCc1ccc(F)cc1)C1CC(=O)N(Cc2ccco2)C1 (stereo unspecified)	0.5	7.6	0.9	0.0	-8.0	1.9	-4.5	7.3	3.0	-2.6
CC(C)(C)C(=O)Nc1nnc(SCC(=O)NC2CC2)s1	-0.6	-5.7	-3.8	0.0	4.0	-2.4	-5.7	6.4	-24.1	1.7
Cc1nnc(SCC(=O)Nc2cccc(S(=O)(=O)N3CCCCC3)c2)s1	0.7	-5.5	-0.2	1.3	1.7	-1.6	-5.4	-10.7	1.7	3.3
NC1=NC(=O)C(Cc2ccc(OC(F)(F)F)cc2)S1 (stereo unspecified)	0.3	-1.1	-3.1	4.5	-1.2	1.6	0.0	-6.1	5.3	-1.5
Nc1nc(SCCO)[nH]c(=O)c1NC(=O)c1ccco1	0.5	-3.4	-3.7	0.5	-3.1	2.0	-8.0	-6.6	-4.6	1.3
CC(Sc1nc(-c2ccccc2)cc(C(F)(F)F)n1)C(=O)N1CCC(C(N)=O)CC1 (stereo unspecified)	-0.1	4.0	0.6	0.6	1.4	5.7	-2.2	-11.1	4.8	-0.9
Cc1cccc(C)c1NC(=O)C1c2ccccc2OCC(=O)N1Cc1ccco1 (stereo unspecified)	-0.8	-3.6	-2.3	-1.6	-2.8	3.8	0.9	5.9	7.0	-4.3
CCOC(=O)C1C(c2ccc(C)o2)NC(=O)NC1(O)C(F)(F)F (stereo unspecified)	0.5	2.6	-4.7	-2.2	6.1	-1.6	-10.0	-8.7	4.6	3.9
Cc1nc(-c2nc(C(=O)NNS(C)(=O)=O)cs2)cs1	-0.7	3.7	-1.6	0.5	-1.4	-2.8	-0.2	-5.3	12.6	0.1
Cc1ccc2ccc(S(=O)(=O)NCc3ccco3)cc2c1	-0.8	-4.6	2.7	6.4	-2.0	-6.0	-11.7	4.6	4.6	0.7
COc1cccc(C2/C(=C(/O)c3ccc4c(c3)OCO4)C(=O)C(=O)N2CCN2CCOCC2)c1 (stereo unspecified)	0.8	-3.7	-3.2	-7.2	0.0	-1.0	-19.1	-3.2	-16.6	-3.3
O=c1cc(N2CCOCC2)c2ccccc2o1	0.0	0.5	-1.0	1.1	7.2	11.6	4.7	-1.0	-3.0	12.4
O=S(=O)(Nc1nnc(-c2ccccc2)s1)c1ccc(Cl)cc1	0.6	-5.6	2.5	-7.1	4.4	-12.5	-10.0	4.9	-8.1	10.4
CCn1c(O)c(N=NC(=O)CNC(=O)c2ccco2)c2ccccc21	-0.1	1.1	1.3	-1.4	-5.0	1.8	0.8	0.3	-6.0	-3.3
CCCNC(=O)c1ccc(N2CCC3(CC2)CC(c2ccc(Cl)cc2)=NO3)c([N+](=O)[O-])c1	0.7	-5.3	0.6	2.1	0.9	-8.1	1.8	4.6	-10.1	-3.3

Given with values under each structure: part of the list above
Sequence of screens – KLK7 zymogen act	Tn7 DDE FP	ADAM17 inh	PLC-gamma1 inh	MBD2 DNA inh	DDE Tn6 FP inh	PLCb3 inh	ASAP1 GAP inh	ARFGAP1 inhibitor	UHRF1 binding
- O=C(NCc1ccc(F)cc1)C1CC(=O)N(Cc2ccco2)C1 (stereo unspecified)
  0.5	7.6	0.9	0.0	-8.0	1.9	-4.5	7.3	3.0	-2.6
- CC(C)(C)C(=O)Nc1nnc(SCC(=O)NC2CC2)s1
  -0.6	-5.7	-3.8	0.0	4.0	-2.4	-5.7	6.4	-24.1	1.7
- Cc1nnc(SCC(=O)Nc2cccc(S(=O)(=O)N3CCCCC3)c2)s1
  0.7	-5.5	-0.2	1.3	1.7	-1.6	-5.4	-10.7	1.7	3.3
- NC1=NC(=O)C(Cc2ccc(OC(F)(F)F)cc2)S1 (stereo unspecified)
  0.3	-1.1	-3.1	4.5	-1.2	1.6	0.0	-6.1	5.3	-1.5

Next section.
SMILES	KLK7 zymogen act	Tn7 DDE FP	ADAM17 inh	PLC-gamma1 inh	MBD2 DNA inh	DDE Tn6 FP inh	PLCb3 inh	ASAP1 GAP inh	ARFGAP1 inhibitor	UHRF1 binding
Cc1cccc(C)c1NC(=O)C1(C)CSCC(=O)N1CCc1ccccc1F (stereo unspecified)	0.6	-9.8	1.7	2.5	-2.5	3.8	-1.8	-16.2	5.5	2.9
O=C(CCn1nnc2ccccc21)N1CCN(c2ccc(F)cc2)CC1	0.1	-3.4	-2.2	-0.2	-3.1	-1.0	0.1	nt	nt	0.5
CC(=O)Nc1ccc(NC(=O)c2cccc(Oc3ccccc3)c2)cc1	-0.4	-1.1	-0.7	-2.2	-1.0	-4.5	-1.0	2.6	15.4	0.0
COc1cccc(OCc2cc(C(=O)N3CCN(C4CCCC4)CC3)no2)c1	-0.1	2.3	-1.3	-1.6	0.5	2.8	-5.6	-4.6	-5.6	0.1
OCC[C@@H]1C[C@@H](O)[C@H](O)[C@]2(CCc3ccccc3CO2)O1	-0.7	-7.1	0.4	2.6	-2.5	2.4	-7.1	-1.6	-0.3	2.5
COc1cc(N=Nc2ccc(Br)cc2)cc(C=O)c1O	0.0	-13.3	-0.9	2.8	0.8	-2.4	1.8	8.3	1.9	4.3
Cc1ccc(S(=O)(=O)N2CCN(c3cc4c(cc3[N+](=O)[O-])n(C)c(=O)n4C)CC2)cc1	-0.4	-5.2	-1.0	2.4	-2.5	-1.5	-0.1	10.7	9.6	-1.5
O=C(NCCNC(=O)C(c1ccccc1)c1ccccc1)c1ccco1	0.1	-0.3	-3.9	-0.6	2.0	-1.3	-2.1	6.6	-6.1	-0.4
C=CCn1c(SCc2nc3ccccc3c(=O)[nH]2)nnc1-c1cc2cc(Cl)ccc2o1	-0.1	-3.3	-2.6	-2.5	1.1	-2.2	-1.1	-0.8	3.5	2.0
COc1ccc(-c2cc(-c3ccccc3)nc(N)n2)c(O)c1	-2.0	-4.6	4.9	-25.1	-2.8	4.4	-39.6	10.9	10.9	2.2
CCN(CC(=O)Nc1c(F)cccc1F)C(=O)c1ccc2ncsc2c1	0.0	2.1	0.1	6.0	3.8	4.2	-5.9	10.2	15.0	3.2
CN1CCN(C(=O)c2cnc(Cc3c[nH]c4ccccc34)c(I)c2)CC1	0.2	0.3	-6.2	3.2	-6.2	-4.6	1.0	-9.6	-3.5	1.8
CC(C)c1ccc(NC(=O)C2=CC=CN3CCS(=O)(=O)N=C23)cc1	-0.4	-4.2	-0.6	-4.8	-3.6	3.5	-3.5	-5.3	0.7	0.7
CN(C)/C=C/C(=O)c1ccccc1	0.2	-2.0	-6.6	-3.8	3.9	-11.4	-5.6	-2.7	1.6	2.1
O=C(NCCO)c1cccc2c1C(=O)c1ccccc1-2	0.0	-6.3	-5.6	-1.7	1.7	-3.3	-1.8	-3.9	13.3	-0.3
CC(C)(O)C#Cc1ccc(C(=O)N2CCCC2C(=O)O)s1 (stereo unspecified)	-0.3	2.3	0.0	-1.4	-0.5	5.3	-5.6	-4.1	-0.8	0.4
Clc1ccc(N(CC2CO2)CC2CO2)cc1 (stereo unspecified)	0.6	-7.3	-1.0	0.1	-1.2	2.4	0.8	-12.3	12.1	0.1
O=C(COc1ccc(Cl)cc1Cl)OCC(=O)N1CCCc2ccccc21	0.3	-10.8	7.6	4.6	-1.2	-7.2	0.1	3.0	-3.1	1.0
CC(C)c1cc(CNC(=O)CC2C(=O)NCCN2CC2CCCCC2)on1 (stereo unspecified)	0.3	8.3	-2.3	-4.7	-4.1	-0.6	-1.4	-0.3	-2.4	-0.2
Cc1ccc(CNc2cc(C(=O)O)ccc2C)s1	0.7	4.4	-16.2	-9.7	-4.7	1.9	-13.7	-5.2	-5.9	-0.6
Cn1nc(C(F)(F)F)c(/C=N/OC(=O)c2ccccc2)c1Cl	-0.5	3.2	0.9	-1.3	1.7	6.9	0.8	11.7	1.8	-0.5
Cc1ccc2c(N)[nH]nc2n1	-0.1	3.1	-2.1	-2.0	0.9	1.5	0.6	6.9	-3.1	-2.8
CCOC(=O)N1CCN(S(=O)(=O)c2ccc(OC)c3ccccc23)CC1	0.2	2.5	1.6	-1.4	-6.8	-4.7	-1.0	-0.8	-2.1	-0.5
O=[N+]([O-])c1ccc2c(c1)[nH]c(=S)n2-c1ccccc1	-0.1	-10.9	6.6	3.7	-2.9	-2.8	-2.3	-5.2	-4.2	-0.8
CC(c1ccccc1)n1cnc2ccccc2c1=O (stereo unspecified)	-0.8	-6.9	-0.9	2.5	-1.8	-3.7	0.2	5.2	0.5	2.1
Nc1[nH]c(C(=O)c2ccccc2)c(-c2ccc(Cl)c(Cl)c2)c1C(=O)NCCc1c[nH]c2ccccc12	0.6	-2.6	4.5	-12.8	-2.1	-3.3	-12.3	8.6	12.6	-1.9
Cc1csc(C(C)N(C)C(=O)c2ccc(OC3CCN(Cc4ccccn4)CC3)cc2)n1 (stereo unspecified)	-0.2	11.9	5.2	1.3	-4.8	-1.5	-6.2	5.5	-9.8	1.6
N#Cc1nc(-c2ccco2)oc1NCc1cccnc1	1.1	7.4	-28.1	-8.9	-3.9	6.3	-9.0	-10.7	7.5	-3.5
CCCCCCSc1cccc(-c2nc3cc(C)ccn3c2NC2CCCCC2)c1	-10.1	-0.3	-25.9	-273.0	-3.0	3.1	-456.2	0.5	-7.6	-8.7
COC(=O)C(C)N(C(=O)c1cccc(Cl)c1)c1c(C)cccc1C (stereo unspecified)	-0.7	-8.8	2.3	2.3	-0.3	5.1	2.4	0.6	10.1	0.2
O=c1cc(-c2ccc([N+](=O)[O-])cc2)nc2cc(-c3ccc(F)cc3)[nH]n12	-0.5	1.0	-3.5	1.6	-0.5	1.4	1.3	15.5	-6.5	-3.3
Cc1ccc(-c2nnc(SCC(=O)N/N=C/c3ccccc3C(=O)O)n2-c2ccc(Cl)cc2)cc1	-0.1	5.3	-0.4	5.8	0.9	-0.8	-9.1	-4.6	8.3	1.1
CC(=O)c1cccc(NS(=O)(=O)c2ccc(N/C=C/C(=O)c3ccc(F)cc3)cc2)c1	0.5	-7.8	2.2	-21.0	-4.9	-8.8	-23.3	5.3	-2.2	-3.0

Screening data from PubChem.
